# From PubChem BioAssay
# Rac1 GTP hydrolysis – MgcRacGAP GTPase-activating activity inhibitors, confirmation, biochemical, ADP Hunter fluorescence | MgcRacGAP-stimulated Rac1 GTP hydrolysis, ADP Hunter fluorescence; higher % means a stronger effect; GST-tagged Rac1 F28L mutant substrate | inhibition, % at 30 µM, or IC50 in µM where a hit was titrated | 340,000 tested, 0.6% active;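 active = first-screen hits whose inhibition reached a set limit at any dose in the follow-up dose series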;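 also: fluorescence reports GDP produced by GAP-driven GTP hydrolysis; strong numbers were not always called active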
# NTR1 ag – agonists of NTR1, primary screen, imaging, U2OS cells, beta-arrestin-GFP, high content (AID 493036) | P30989 | NTR1-U2OS beta-arrestin-GFP spot imaging, agonist mode | activation, % at 20 µM | 330,000 tested, 0.17% active;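 active = activation at or above 40% of the spot to cytoplasm intensity ratio, with at least 20 cells analyzed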;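 also: 0% = DMSO without peptide and 100% = 100 nM NTR1 peptide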
# Target sequence (P30989 whole entry, looked up): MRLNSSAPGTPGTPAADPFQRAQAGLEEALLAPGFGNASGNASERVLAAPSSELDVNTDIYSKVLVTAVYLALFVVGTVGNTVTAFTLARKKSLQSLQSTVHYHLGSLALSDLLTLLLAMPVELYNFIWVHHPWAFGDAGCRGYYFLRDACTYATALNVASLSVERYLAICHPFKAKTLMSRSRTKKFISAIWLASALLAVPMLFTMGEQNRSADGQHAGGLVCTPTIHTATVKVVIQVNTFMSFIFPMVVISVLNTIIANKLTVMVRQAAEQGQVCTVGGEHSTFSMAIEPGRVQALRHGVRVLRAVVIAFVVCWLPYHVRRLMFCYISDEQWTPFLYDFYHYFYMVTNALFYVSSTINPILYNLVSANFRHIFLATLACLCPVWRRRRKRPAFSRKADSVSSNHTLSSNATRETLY
# GPR55 beta-arrestin – GPR55 agonists via beta-arrestin recruitment, primary screen, imaging, U2OS cells, beta-arrestin-GFP redistribution (AID 1961); U2OS GPR55 beta-arrestin-GFP redistribution imaging; higher % means a stronger effect; activation, % at 10 µM; hits with a dose series show EC50 in µM; 290,000 tested, 0.048% active;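 active = activation above 40% with more than 50 cells counted in the well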;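 also: U2OS osteosarcoma cells stably expressing GPR55 and beta-arrestin-GFP; plate controls were DMSO negative control for no effect and LPI positive control for full effect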
# UTI89 phage lysis – protection from phage-mediated lysis, alamar blue read-out – E. coli UTI89, K1F phage, bacterial capsule biogenesis inhibitors (AID 488966). E. coli UTI89 K1F phage lysis, alamar blue, 2 h; higher % means a stronger effect. inhibition, % at 100 µM; hits with a dose series show IC50 in µM. 340,000 tested, 0.02% active;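 active = phage lysis inhibition, versus mean bacterial control, above a set limit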;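 also: capsule biogenesis inhibitors block K1F phage lysis so surviving cells raise fluorescence; higher fluorescence means more inhibition of phage lysis; actives were called in the ten point dose series up to 300 µM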
# GPR55 antagonists – GPR55 antagonists blocking LPI-driven arrestin recruitment, primary screen, imaging, U2OS, beta-arrestin-GFP, LPI agonist (AID 2013); U2OS GPR55 beta-arrestin-GFP translocation imaging, LPI antagonism; higher % means a stronger effect; inhibition, % at 10 µM, or IC50 in µM where a hit was titrated; 290,000 tested, 0.13% active;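 active = spots per cell inhibited over 60%, with over 100 cells counted and total cytoplasm intensity under 500,000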;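 also: U2OS cells stably carrying GPR55 and arrestin-GFP stimulated by 5 µM LPI near EC80; imaged beta-arrestin-GFP aggregate spots per cell after agonist stimulation; plate controls were LPI-stimulated DMSO wells for no effect and DMSO wells without LPI for full effect; some results filed as inactive read as strong as hits; confirmed hits need IC50 under 10 µM and bright autofluorescent wells are also inconclusive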
# GPR35 arrestin U2OS – inhibition of zaprinast-stimulated GPR35 beta-arrestin translocation – imaging, U2OS, beta-arrestin-GFP, zaprinast agonist, primary screen (AID 2058); 290,000 tested, 0.052% active; inhibition, % at 10 µM, or IC50 in µM where a hit was titrated; U2OS GPR35 beta-arrestin-GFP translocation imaging, zaprinast antagonism; higher % means a stronger effect;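 active = inhibition of at least 50% with at least 30 cells and total cytoplasm GFP at most 10,000,000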
# KOR beta-arrestin-1 – kappa opioid receptor activators – cell-based, luminescence, uHTS, primary screen (AID 1777); KOR beta-arrestin recruitment, luminescence; higher % means a stronger effect; activation, % at 10 µM; hits with a dose series show EC50 in µM; 280,000 tested, 0.02% active; in the data active = activation above about 50%, passing the limit was not always enough; also: a part of the inactive calls stands beside numbers as strong as those of hits
# NOD1 NF-kB reporter – NOD1 signaling inhibitors, primary screen, cell-based, luminescence, uHTS (AID 1578); NOD1-driven NF-kB luciferase reporter cells, luminescence; higher % means a stronger effect; inhibition, % at 4 µM, or EC50 in µM where a hit was titrated; 290,000 tested, 1% active; in the data active = inhibition mostly above about 36%, no sharp cut-off; inactive = mostly below about 34%;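 also: HEK-293T reporter cells stimulated with the NOD1 agonist gamma-tri-DAP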
# KOR beta-arrestin-2 – kappa opioid receptor blockers – cell-based, luminescence, uHTS (AID 1778) | KOR beta-arrestin recruitment, luminescence, antagonist mode; higher % means a stronger effect | inhibition, % at 10 µM, or IC50 in µM where a hit was titrated | 290,000 tested, 0.091% active; in the data active = inhibition above about 50%; also: strong numbers were not always called active
# NTR1 ag cell count 20 µM – also measured in NTR1 ag; calls as there; cell count; measured here: cell count, cytotoxicity flag
# * hit, by the source's call; . = no result given; [ ] = another dose, or the depositor's remark. The list is partial; count on the stated rates, not on these rows.
molecule	KOR beta-arrestin-1	NTR1 ag	NOD1 NF-kB reporter	UTI89 phage lysis	NTR1 ag cell count 20 µM	GPR35 arrestin U2OS	GPR55 beta-arrestin	KOR beta-arrestin-2	GPR55 antagonists	Rac1 GTP hydrolysis
COc1ccc2cc(CCNC(=O)CCc3ccccc3)c(=O)[nH]c2c1	7.1%	-0.1	-10%	0.8%	53	6%	-0.2%	-41%	1%	11%
COc1ccc(N2CC(C(=O)N[C@@H](C)C(=O)N3CCCCC3)CC2=O)cc1 (stereo not given in full)	-2.6%	-0.8	-25%	0.1%	76	-6%	-0.1%	-20%	-3%	3%
COc1ccc(NC(=O)CSc2nnc(Cn3c(=O)sc4ccccc43)n2C)c(OC)c1	-1.8%	2.2	-31%	7.9%	53	-5%	-0.5%	35%	8%	4%
Cc1ccc(NC(=O)c2noc(C(C)C)c2[N+](=O)[O-])cc1	-2.3%	-0.7	13%	0.0%	108	3%	-0.4%	32%	-5%	8%
CCOc1ccc(S(=O)(=O)NCc2ccccn2)cc1	2.0%	0.9	-2%	0.4%	47	4%	-0.1%	10%	13%	0%
O=C(N/N=C\c1ccc([N+](=O)[O-])o1)c1cncc(Br)c1	0.0%	0.6	10%	-1.6%	47	-6%	-0.1%	-11%	6%	5%
O=C(CSc1nc2scc(-c3ccccc3)c2c(=O)[nH]1)N1CCCCC1	-1.3%	1.2	-9%	2.3%	20	10%	-0.8%	0%	9%	5%
CCN(CC(=O)NCc1ccc(F)cc1)C(=O)c1ccc(COc2ccccc2)cc1	1.1%	-0.1	-60%	-0.2%	50	8%	-0.1%	-4%	-1%	5%
Cc1ccc(-n2c(Cc3cccn3C)nnc2SCC(=O)Nc2cc(C)on2)cc1	0.4%	-0.1	-14%	-0.3%	63	-4%	0.2%	-4%	33%	1%
CCC(C)(C)n1nnnc1C(c1cccs1)N1CCCCC1 (stereo not given)	.	-1.2	-28%	0.1%	37	24%	-0.2%	10%	4%	9%
Cc1nc2ccccc2n1CC(O)c1ccccc1 (stereo not given)	1.0%	1.1	-5%	0.2%	36	10%	-0.2%	-2%	-12%	5%
C=CCn1c(=O)c2ccccc2n2c(SCC(=O)NC(C)C)nnc12	-0.4%	-0.5	-2%	0.2%	90	-4%	-0.1%	17%	10%	7%
CCCn1c(SCC(=O)Nc2ccc(NC(=O)CC)cc2)nc2c1c(=O)n(C)c(=O)n2C	7.7%	-0.6	44%	0.4%	30	16%	-0.2%	-27%	-7%	6%
CC(=O)Nc1nonc1NC(=O)c1ccc(F)cc1	5.7%	0.5	-21%	0.9%	84	-2%	0.5%	-39%	6%	7%
COC(=O)C(C)(C(=O)OC)c1ccccc1[N+](=O)[O-]	0.1%	-1.7	3%	3.4%	86	10%	-0.1%	28%	-6%	12%
O=C(Nc1cccc2ccccc12)N1CCc2ccccc2C1	-3.5%	0.2	-25%	0.8%	54	-12%	-0.3%	13%	2%	1%
CCC(Oc1ccccc1)C(=O)NCCCN1CCOCC1 (stereo not given)	2.0%	-0.7	-26%	0.1%	45	-8%	0.2%	9%	4%	9%
COc1ccc(/C=C2\SC(=S)N(NC(=O)c3ccncc3)C2=O)cc1OC	6.5%	-0.7	-36%	.	88	-5%	-0.1%	-50%[20 µM]	-7%	.
CC12CCC(C(=O)NCc3cccnc3)(OC1=O)C2(C)C (stereo not given)	-4.0%	0.1	-13%	0.5%	35	-11%	-0.4%	3%	18%	13%
CCCOc1cccc(C(=O)NCCCNC(=O)c2ccccn2)c1	1.8%	-1.1	-41%	0.8%[50 µM]	68	-11%	-0.2%	-38%	6%	3%

# Profiles, looked up by structure.
# Listed for CC12CCC(C(=O)NCc3cccnc3)(OC1=O)C2(C)C (stereo not given) : KOR beta-arrestin-1: -4.0%; NTR1 ag: 0.1; NOD1 NF-kB reporter: -13%; UTI89 phage lysis: 0.5%; NTR1 ag cell count 20 µM: 35; GPR35 arrestin U2OS: -11%; GPR55 beta-arrestin: -0.4%; KOR beta-arrestin-2: 3%; GPR55 antagonists: 18%; Rac1 GTP hydrolysis: 13%
# Listed for Cc1ccc(NC(=O)c2noc(C(C)C)c2[N+](=O)[O-])cc1 : KOR beta-arrestin-1: -2.3%; NTR1 ag: -0.7; NOD1 NF-kB reporter: 13%; UTI89 phage lysis: 0.0%; NTR1 ag cell count 20 µM: 108; GPR35 arrestin U2OS: 3%; GPR55 beta-arrestin: -0.4%; KOR beta-arrestin-2: 32%; GPR55 antagonists: -5%; Rac1 GTP hydrolysis: 8%

# Returning to the listing, starting two compounds before the break.
molecule	KOR beta-arrestin-1	NTR1 ag	NOD1 NF-kB reporter	UTI89 phage lysis	NTR1 ag cell count 20 µM	GPR35 arrestin U2OS	GPR55 beta-arrestin	KOR beta-arrestin-2	GPR55 antagonists	Rac1 GTP hydrolysis
CC12CCC(C(=O)NCc3cccnc3)(OC1=O)C2(C)C (stereo not given)	-4.0%	0.1	-13%	0.5%	35	-11%	-0.4%	3%	18%	13%
CCCOc1cccc(C(=O)NCCCNC(=O)c2ccccn2)c1	1.8%	-1.1	-41%	0.8%[50 µM]	68	-11%	-0.2%	-38%	6%	3%
CCOC(=O)N1CCN(CC(=O)Nc2ccc(F)c(F)c2F)CC1	8.4%	3.1	-18%	0.7%	34	-6%	0.6%	-11%	-1%	11%
CN(C)c1cccc(C(=O)OCC(=O)Nc2ccccc2Sc2ccccc2)c1	4.7%	1.8	-1%	0.0%	70	-19%	-0.1%	-8%	-20%	13%
Cc1c(N=Cc2c(O)n(C)c(=O)c3ccccc23)c(=O)n(-c2ccccc2)n1C	4.1%	3.2	6%	2.3%	76	6%	-0.1%	-16%	2%	8%
CC(C)(C)CC(C)(C)NC(=S)N1CCN(Cc2ccc3c(c2)OCO3)CC1	-0.1%	0.4	-36%	0.0%	40	-8%	-0.6%	30%	-2%	5%
CCCn1nc(NC(=O)c2cccs2)c2cc3ccc(C)cc3nc21	4.0%	8.4	-4%	-0.9%	55	-3%	-0.1%	3%	8%	8%
CC(C)c1c(C(=O)N/N=C/c2cccnc2)nnn1-c1nonc1N	-0.1%	-0.2	4%	6.7%	61	14%	0.6%	7%	3%	5%

# Four entries already listed, sorted by their value in GPR35 arrestin U2OS, ascending.
molecule,GPR35 arrestin U2OS
CC(C)(C)CC(C)(C)NC(=S)N1CCN(Cc2ccc3c(c2)OCO3)CC1,-8%
CCOC(=O)N1CCN(CC(=O)Nc2ccc(F)c(F)c2F)CC1,-6%
CCCn1nc(NC(=O)c2cccs2)c2cc3ccc(C)cc3nc21,-3%
CC(C)c1c(C(=O)N/N=C/c2cccnc2)nnn1-c1nonc1N,14%
